# Screening results: PubChem, several laboratories
# AGP1-GFP MLPCN = alters AGP1-GFP fluorescence in TOR pathway yeast screen. 0.02% of 320,000 active. S. cerevisiae AGP1-GFP multiplex flow cytometry, 3 h; GFP as percent of DMSO wells. GFP response vs DMSO, % at 10 µM;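 active = GFP response relative to DMSO above a set limit, near screen average plus 3 SD, cut at about 150% in these data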;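 also: median GFP channel fluorescence of the gated AGP1 strain per well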
# Efflux pump inh = blocks antifungal efflux pumps in multiplex yeast assay | S. cerevisiae Candida pump triplex, Nile Red efflux | inhibition, % at 10 µM | 0.44% of 330,000 active;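 active = plate passing quality check with inhibition over a set limit, or well fluorescence over plate mean plus 4 SD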;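 also: Nile Red retained in pooled yeast measured as flow cytometry median fluorescence; 0% = buffer negative control and 100% = Enniatin B positive control; higher means more Nile Red kept so more efflux inhibition; some compounds called inactive have numbers as strong as hits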
# CIT2-GFP yeast = alters CIT2-GFP fluorescence in TOR pathway yeast screen. S. cerevisiae CIT2-GFP strain, flow cytometry, 3 h; 100 means same as DMSO wells. GFP response vs DMSO, % at 10 µM. 0.065% of 320,000 active. AID 2029;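 active = GFP response relative to DMSO above a set limit, near the screen mean plus 3 SD, cut at about 150% in these data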;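 also: ratio of well median GFP fluorescence to mean of DMSO wells on the plate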
# Yeast superoxide = yeast age-related superoxide inhibition as caloric restriction mimetic | S. cerevisiae aged cells, superoxide DHE fluorescence; stronger effect = lower value | superoxide response (% of plate mean), % at 10 µM | 0.18% of 330,000 active | AID 2690;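 active = superoxide response under a set limit, about three screen SD below normal, cut at about 65% in these data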;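 also: yeast aged for seven days with compound at 30 °C before DHE staining; 100% = average MFI of all compound-treated wells on the plate with controls excluded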
# AHR activator = human AHR activation; AHR-responsive luciferase reporter cells, luminescence; 2.5% of 320,000 active; P35869; activation, % at 5 µM; in the data active = activation above about 47%;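 also: 0% = vehicle wells and 100% = reference agonist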
# Target sequence (P35869 whole entry, looked up): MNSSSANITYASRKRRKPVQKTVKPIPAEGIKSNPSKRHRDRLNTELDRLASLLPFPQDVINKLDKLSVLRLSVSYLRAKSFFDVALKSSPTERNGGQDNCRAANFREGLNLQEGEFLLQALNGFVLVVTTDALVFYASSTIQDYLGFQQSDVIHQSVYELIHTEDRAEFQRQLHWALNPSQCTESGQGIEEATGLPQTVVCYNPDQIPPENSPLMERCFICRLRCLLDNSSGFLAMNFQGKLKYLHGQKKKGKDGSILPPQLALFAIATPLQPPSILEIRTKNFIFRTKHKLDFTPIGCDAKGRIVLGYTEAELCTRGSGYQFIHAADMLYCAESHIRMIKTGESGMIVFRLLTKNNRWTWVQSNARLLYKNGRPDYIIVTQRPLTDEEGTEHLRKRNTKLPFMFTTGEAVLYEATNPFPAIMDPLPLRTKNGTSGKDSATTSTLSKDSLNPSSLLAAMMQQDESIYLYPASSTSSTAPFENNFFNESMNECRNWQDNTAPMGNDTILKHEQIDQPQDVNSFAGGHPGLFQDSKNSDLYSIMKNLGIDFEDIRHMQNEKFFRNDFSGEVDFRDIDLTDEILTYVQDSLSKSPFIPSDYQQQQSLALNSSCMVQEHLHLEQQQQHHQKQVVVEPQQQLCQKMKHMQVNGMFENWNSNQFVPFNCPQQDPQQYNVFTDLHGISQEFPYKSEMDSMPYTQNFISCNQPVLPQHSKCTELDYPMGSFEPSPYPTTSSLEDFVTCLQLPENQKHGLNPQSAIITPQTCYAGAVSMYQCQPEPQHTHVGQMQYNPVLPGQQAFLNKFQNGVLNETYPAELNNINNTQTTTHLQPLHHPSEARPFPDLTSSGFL
# MEP2-GFP yeast = alters MEP2-GFP fluorescence in TOR pathway yeast screen; S. cerevisiae MEP2-GFP strain, flow cytometry GFP, 3 h; 100% = DMSO control level; GFP response vs DMSO, % at 10 µM; 0.51% of 330,000 active;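 active = GFP response versus DMSO above a set limit, roughly screen mean plus 3 SD, cut at about 180% in these data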;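 also: median GFP fluorescence of the barcode-gated MEP2-GFP cells per well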
# RPL19A TOR yeast = modulators of TOR pathway RPL19A-GFP in S. cerevisiae | S. cerevisiae RPL19A-GFP strain, flow cytometry, 3 h; stronger effect = lower value | percent response vs DMSO, % at 10 µM | 0.3% of 330,000 active;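 active = percent response vs DMSO below 50%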;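 also: median channel GFP fluorescence of the barcoded RPL19A-GFP strain; ratio of sample median GFP to plate DMSO average so 100% = DMSO; lower means less RPL19A-GFP as with rapamycin TOR inhibition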
# LAP4-GFP MLPCN = yeast TOR pathway LAP4-GFP modulation; S. cerevisiae LAP4-GFP multiplex, flow cytometry GFP, 3 h; median GFP as percent of DMSO wells; GFP response vs DMSO, % at 10 µM; AID 2023; 0.34% of 320,000 active;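 active = GFP response vs DMSO above a set limit, about the screen mean plus 3 SD, cut at about 150% in these data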
# * = called active by the depositor; nt = no result given; [ ] = dose if it differs, or a comment. Outcome played no part in choosing rows (roughly 3.9% active in at least one column).
SMILES,AGP1-GFP MLPCN,Efflux pump inh,CIT2-GFP yeast,Yeast superoxide,AHR activator,MEP2-GFP yeast,RPL19A TOR yeast,LAP4-GFP MLPCN
CC1CCCCC1n1c(=S)[nH]c2ccccc2c1=O (configuration not stated),94,0.0,85,135,1,105,94,107
O=[N+]([O-])c1ccc2c3n([n+]([O-])c2c1)CCN=C3c1ccc(Cl)cc1,88,0.1,92,105,48*,100,96,117
CCc1c(C2(O)CCCCC2)[nH]c2ccc(C(F)(F)F)cc12,75,0.1,68,110,10,96,92,110
COc1ccc(N(CC(=O)NC2CC2)S(=O)(=O)c2ccccc2)cc1,99,0.0,100,108,2,103,104,95
O=C(c1sc2cccc(Cl)c2c1Cl)N1CCN(CCc2ccccn2)CC1,102,0.1,107,95,6,113,102,109
O=[N+]([O-])c1cccc(N/N=C/c2cc([N+](=O)[O-])ccc2O)c1,95,-0.2,104,99,54*,97,97,105
O=C(Nc1ccc(S(=O)(=O)N2CCCCC2)cc1)C1CC(=O)N(Cc2ccccc2)C1 (configuration not stated),109,-0.1,102,95,1,98,103,106
Cc1ccc(OCCCNC2CCCC2)cc1,100,0.1,104,94,4,106,109,90
CN(c1ccc(C(=O)NCc2ccncc2)cc1)S(C)(=O)=O,105,-0.1,116,105,4,105,103,102
COC(=O)C(C(=O)OC)c1ccc(N)cc1,105,-0.1,99,96,0,104,107,99
CN(CCc1cnn(C)c1)Cc1cn[nH]c1-c1ccc(-c2ccccc2)cc1,107,0.1,nt,97,21,101,99,106
CSc1cccc(NC(=S)Nc2ccc(F)cc2)c1,nt,0.3,nt,98,18,576*[may fluoresce violet],56[may fluoresce violet],nt
O=C(O)Cn1c(Cc2ccccc2)nc2ccccc21,105,0.0,105,89,1,101,102,99
COc1ccc(S(=O)(=O)N2CCc3ccccc32)cc1C(=O)NC1(C)CCS(=O)(=O)C1 (configuration not stated),125,0.8,165*,106,7,172,117,158*
CCC(C(=O)OCC(=O)Nc1c(Cl)cc(Cl)cc1Cl)c1ccccc1 (configuration not stated),100,0.1,100,101,-3,98,105,91
O=C(Nc1nc(-c2ccccn2)cs1)c1ccco1,97,0.0,nt,78,20,100,93,112
O=C(Nc1ccc2c(c1)OCCO2)C1CCCN(S(=O)(=O)c2cccc3nsnc23)C1 (configuration not stated),104,-0.1,98,89,0,107,100,105
COc1ccc(C/C(C)=N/NC(=O)c2cc(C)oc2C)cc1,94,0.1,94,104,38,104,100,97
CCOC(=O)N1CCN(S(=O)(=O)c2c(C(=O)N3CCCCC3)c(C)n(C)c2C)CC1,93,0.1,93,137,1,101,98,93
O=C(CN1CCN(Cc2ccc3c(c2)OCO3)CC1)N1CCc2[nH]c3ccc(F)cc3c2C1,99,-0.1,103,108,-1,102,98,102
CCC(C(=O)NC1CCN(C)CC1)c1ccccc1 (configuration not stated),90,0.2,98,89,-3,102,109,83
Cc1ccc(C2(c3ccccc3)NC(=O)N(CC(=O)NCc3ccco3)C2=O)cc1C (configuration not stated),93,0.4,96,125,1,90,92,83
O=C(COC(=O)c1ccc2c(c1Cl)C(=O)c1ccccc1C2=O)NC1CC1,103,-0.1,106,169,6,107,109,96
COc1ccc(C(=O)N2CCC(n3c(C)nc4cc(F)ccc43)CC2)cc1OC,106,-0.1,102,108,-3,96,98,93
CCC/C(=N\NC(=O)C1CC1)c1ccc(Br)cc1,105,-0.1,110,94,32,105,107,95
COc1ccc(-c2nc(-c3cccnc3)no2)cc1,95,0.3,82,94,-4,98,97,112
O=C(NCc1ccccc1)NC1CC2CCC(C1)N2Cc1ccco1 (configuration not stated),110,0.1,108,133,1,103,107,110
O=C(CNCC1CCCCC1)Nc1ccc(N2CCCCC2)cc1,107,-0.1,100,80,2,118,101,115
Cc1cc(N(C)/N=C/c2ccccc2O)nc(-c2ccccc2O)n1,101,0.0,94,106,2,101,100,102
CCN(Cc1ccccc1)c1ccc(/C=N/NS(=O)(=O)c2ccc(C)c([N+](=O)[O-])c2)cc1,93,0.1,95,113,0,99,97,90
CCN(c1ccccc1)S(=O)(=O)c1ccc(NN)nc1,92,0.0,89,101,1,94,91,95
CCN(CC)CCn1c2c(c(SCC(=O)Nc3cc(OC)cc(OC)c3)nc1=O)CCC2,104,0.3,99,103,1,95,101,107
Cn1cc(CN2CCCCC2CO)c(-c2ccc(Oc3ccccc3)cc2)n1 (configuration not stated),97,0.1,90,99,8,94,91,102
CCOc1ccc(-n2nnnc2-c2nc3ccccc3s2)cc1,94,2.1,95,80,39,98,101,93
CC1CCN(C(=S)NC2CCCCC2)CC1,93,0.1,96,102,0,97,91,103
COc1ccc(CN(C)CC(=O)N2CCc3ccccc3C2)cc1,100,0.0,95,112,1,97,99,88
COCC(=O)Nc1cc(OC)ccc1OC,106,-0.2,102,91,-1,102,100,96
NC(=O)c1ccc(-c2noc(-c3cccc(Cl)c3)n2)cc1,91,-0.4,83,105,-4,90,93,109
Cc1ccc(C(=O)Nc2cc(C)c(OCC(=O)N3CCOCC3)c(C)c2)cc1,87,0.0,99,100,11,96,97,89
C=CCN(CC=C)C(=S)NC(=O)/C=C/c1ccccc1,102,0.4,89,118,3,107,92,118
N#Cc1ccc(C(=O)NC(=S)NC2CCCCC2)cc1,104,0.1,113,109,1,107,104,94
CC(C)(C)NC(=O)c1cccc2c1-c1ccccc1C2=O,97,0.5,93,42*,-1,97,100,95
COc1cccc(CNS(=O)(=O)c2c(C(=O)N3CCCC3)c(C)n(C)c2C)c1,102,0.0,100,78,1,104,100,99
CCOC(=O)CSc1nnc(-c2cccnc2)o1,93,0.0,93,106,-1,92,94,91
COc1ccc(N=Cc2c(O)cc(C)oc2=O)cc1,102,0.0,104,103,1,102,98,103
Cc1ccc(S(=O)(=O)N(CC(O)CN2C(=O)NC(C)(C)C2=O)c2ccccc2)cc1 (configuration not stated),nt,-0.1,113,95,0,107,106,109
COc1ccccc1-c1cc2nc(C)cc(C)n2n1,93,0.3,95,111,49*,102,101,110
CC(=O)N1CC(C)Oc2ccc(S(=O)(=O)NC(CC(=O)O)c3ccccc3)cc21 (configuration not stated),106,0.0,96,89,-1,96,97,101
COc1ccc(C2=CC(=O)CC(c3ccc(F)cc3)C2)cc1 (configuration not stated),95,0.0,100,100,3,97,104,115
O=C(NCCNC(=O)c1ccccc1F)c1ccco1,96,-0.1,109,89,-2,107,98,97

# Compounds shown so far containing a nitro group on carbon (3):
SMILES,AGP1-GFP MLPCN,Efflux pump inh,CIT2-GFP yeast,Yeast superoxide,AHR activator,MEP2-GFP yeast,RPL19A TOR yeast,LAP4-GFP MLPCN
O=[N+]([O-])c1ccc2c3n([n+]([O-])c2c1)CCN=C3c1ccc(Cl)cc1,88,0.1,92,105,48*,100,96,117
O=[N+]([O-])c1cccc(N/N=C/c2cc([N+](=O)[O-])ccc2O)c1,95,-0.2,104,99,54*,97,97,105
CCN(Cc1ccccc1)c1ccc(/C=N/NS(=O)(=O)c2ccc(C)c([N+](=O)[O-])c2)cc1,93,0.1,95,113,0,99,97,90

# Carrying on:
SMILES,AGP1-GFP MLPCN,Efflux pump inh,CIT2-GFP yeast,Yeast superoxide,AHR activator,MEP2-GFP yeast,RPL19A TOR yeast,LAP4-GFP MLPCN
Cc1ccc(C)c(S(=O)(=O)N2CCN(C(=O)Cn3c(=O)cnc4ccccc43)CC2)c1,96,-0.2,84,108,0,84,93,93
Cc1ccc(NC(=O)C2CCN(S(=O)(=O)c3c(C)noc3/C=C/c3ccco3)CC2)nc1,102,0.1,103,97,9,106,106,93
COc1ccccc1N1CCN(C(=O)C(=O)c2cn(CC(=O)N3CCCC3)c3ccccc23)CC1,110,-0.1,105,90,2,107,97,121
N#C/C(=C\c1ccco1)c1nc2ccccc2s1,86,0.1,99,101,36,92,104,87
O=S(=O)(Cc1ccccc1)Nc1ccc(S(=O)(=O)NCC2CCCO2)cc1 (configuration not stated),104,0.1,106,100,1,109,100,101
Cc1ccccc1CCNC(=O)c1ccc(Cl)c(S(=O)(=O)N2CC(C)OC(C)C2)c1 (configuration not stated),108,-0.1,104,89,-3,102,100,106
CC1=NN(C(=O)COc2ccccc2)C(O)(c2cccnc2)C1 (configuration not stated),97,1.6,97,90,-1,104,103,93
Cc1ccc2c(c1)c1c(n2CC(O)Cn2c(C)nc3ccccc32)CCCC1 (configuration not stated),95,-0.3,93,96,4,91,97,104
CCCCC(=O)NC1=C(C(=O)OC)SCC1,107,-9.9,99,115,0,101,101,102
COC(=O)C1=C(COc2ccccc2)NC(=O)NC1c1ccc(Cl)cc1 (configuration not stated),103,0.0,99,98,0,106,101,98

# Fetched by compound from the list above, 5 records:
SMILES,AGP1-GFP MLPCN,Efflux pump inh,CIT2-GFP yeast,Yeast superoxide,AHR activator,MEP2-GFP yeast,RPL19A TOR yeast,LAP4-GFP MLPCN
N#C/C(=C\c1ccco1)c1nc2ccccc2s1,86,0.1,99,101,36,92,104,87
Cc1ccccc1CCNC(=O)c1ccc(Cl)c(S(=O)(=O)N2CC(C)OC(C)C2)c1 (configuration not stated),108,-0.1,104,89,-3,102,100,106
CC1=NN(C(=O)COc2ccccc2)C(O)(c2cccnc2)C1 (configuration not stated),97,1.6,97,90,-1,104,103,93
O=S(=O)(Cc1ccccc1)Nc1ccc(S(=O)(=O)NCC2CCCO2)cc1 (configuration not stated),104,0.1,106,100,1,109,100,101
Cc1ccc(NC(=O)C2CCN(S(=O)(=O)c3c(C)noc3/C=C/c3ccco3)CC2)nc1,102,0.1,103,97,9,106,106,93

# Other compounds follow.
SMILES,AGP1-GFP MLPCN,Efflux pump inh,CIT2-GFP yeast,Yeast superoxide,AHR activator,MEP2-GFP yeast,RPL19A TOR yeast,LAP4-GFP MLPCN
CCOC(=O)CNC(=O)c1ccc(Br)s1,106,0.0,96,98,2,98,98,103
CCOC(=O)CSCC(=O)Nc1cc(C)ccc1C,104,-0.1,102,85,6,99,100,103
CC(=O)c1c(C)nn(CCC(=O)O)c1C,105,0.2,102,96,0,101,103,98
COc1ccc(CCNC(=O)c2cccc(C(=O)NCCc3ccc(OC)cc3)n2)cc1,98,0.0,99,104,5,98,96,109
CCC1(C(=O)OC)NC(c2ccco2)C2C(=O)N(c3ccccc3)C(=O)C21 (configuration not stated),98,0.0,90,140,1,101,96,97
COC(=O)c1ccccc1NC(=O)Nc1c(C)n(C)n(-c2ccccc2)c1=O,105,0.1,103,108,-1,102,99,99
Cn1c2ccccc2n2c(=O)c(=O)n(CC(=O)c3ccc(Cl)cc3)nc12,97,0.3,95,109,10,103,99,93
COc1ccc(NC(=O)[C@H](C)NC(=O)[C@@H]2Cc3ccccc3CN2C(=O)OC(C)(C)C)cc1,104,-0.2,107,79,0,109,107,103
